Screening results deposited in PubChem BioAssay by Broad Institute.
C2C12 statin: suppression of simvastatin myotoxicity; C2C12 myotubes + simvastatin, ATP luminescence, 48 h; scaled: DMSO 0, geranylgeraniol control 100; rescue of ATP level, % at 7.49 µM; 330,000 tested, 0.78% active; AID 602340;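 active = mean ATP rescue above about 67%, or every replicate alone reaching that limit, limit read from the data, passing the limit was not always enough; inconclusive = no clear call, values can overlap the other calls; inactive = mean under the limit and some replicate under it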;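 also: myotubes were challenged with 10 µM simvastatin during compound exposure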
Cneo AK release: Cryptococcus neoformans lysis via adenylate kinase release; C. neoformans lysis, adenylate kinase release luminescence, 4 h; normalised: neutral wells 0, clomiphene wells 100; 360,000 tested, 0.2% active; AID 651654; lysis activity, % at 15 µM;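 active = mean lysis activity across replicates of at least 80%, whatever share of replicates individually reach that level; inactive = mean lysis activity below 80%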
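Assay system: log-phase C. neoformans yeast / Quantity: yeast cell density of 5 × 10^6 cells/mL / Medium: fresh YPD growth medium / Compound: single dose / Timing: static 4 h at 37 °C with compound, 1 h detection / Measured by: adenylate kinase release luminescence / Read-out: lysis from increased AK signal / Benchmarks: Clomiphene as positive lysis control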
ARNT-TACC3 inh: ARNT/TACC3 interaction disruption. Q9Y6A5. AlphaScreen His-ARNT PAS-B/GST-TACC3 binding, luminescence; TACC3 fragment carries E629A point mutation. inhibition, % at 9.99 µM. 390,000 tested, 0.66% active;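 active = mean inhibition of replicates at least 50% and at least half of replicates each reaching 50%; inconclusive = half or more replicates reach 50% but mean below 50%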;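 also: 0% = complete ARNT plus TACC3 wells and 100% = ARNT alone without TACC3; many hits fall short of the cut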
SIRT5 inh: blocks human SIRT5 desuccinylation of peptide. Q9NXA8. Purified SirT5, succinyl-peptide AMC, trypsin-coupled fluorescence. inhibition, % at 15 µM. 330,000 tested, 1.1% active. AID 652115; in the data active = inhibition above about 15%; inconclusive = no clear call, values can overlap the other calls
Target sequence (Q9NXA8 whole entry, looked up): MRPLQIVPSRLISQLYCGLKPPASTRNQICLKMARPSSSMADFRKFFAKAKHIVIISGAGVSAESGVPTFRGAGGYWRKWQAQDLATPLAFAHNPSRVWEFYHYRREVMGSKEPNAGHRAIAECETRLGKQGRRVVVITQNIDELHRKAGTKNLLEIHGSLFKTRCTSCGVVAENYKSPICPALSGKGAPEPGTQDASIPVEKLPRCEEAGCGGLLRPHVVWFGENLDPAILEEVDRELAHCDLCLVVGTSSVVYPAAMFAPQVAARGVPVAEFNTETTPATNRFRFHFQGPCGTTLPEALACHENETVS
ERp5 block: blocks human ERp5 reductase activity on insulin. Q15084. ERp5 insulin aggregation, absorbance 650 nm, 90 min. inhibition, % at 9.99 µM. 350,000 tested, 0.05% active. AID 651711;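 active = mean replicate inhibition above about 25%, with every replicate also reaching it, limit read from the data, passing the limit was not always enough; inconclusive = only one of those two criteria met; inactive = neither criterion met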
Target sequence (Q15084 whole entry, looked up): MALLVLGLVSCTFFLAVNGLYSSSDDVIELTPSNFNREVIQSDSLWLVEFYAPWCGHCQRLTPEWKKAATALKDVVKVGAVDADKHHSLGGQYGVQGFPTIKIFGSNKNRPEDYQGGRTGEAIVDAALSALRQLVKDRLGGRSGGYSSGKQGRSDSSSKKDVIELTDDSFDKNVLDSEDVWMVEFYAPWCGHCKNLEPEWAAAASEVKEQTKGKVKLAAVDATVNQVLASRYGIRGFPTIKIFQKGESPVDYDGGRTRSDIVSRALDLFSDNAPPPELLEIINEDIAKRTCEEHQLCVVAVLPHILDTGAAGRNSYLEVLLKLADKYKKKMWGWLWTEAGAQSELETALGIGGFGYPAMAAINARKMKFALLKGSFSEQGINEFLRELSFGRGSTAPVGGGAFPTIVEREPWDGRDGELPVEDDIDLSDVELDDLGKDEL
esBAF inh: SWI/SNF esBAF complex inhibition; reporter increase, % at 12.5 µM; 350,000 tested, 2% active; mouse ES cells, Bmi1-luciferase knock-in reporter, 24 h; 100% = twice the neutral-well signal; in the data active = activation above about 40%; inconclusive = no clear call, values can overlap the other calls;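 also: 0% = median of the plate's neutral control wells and 100% = double that signal; a rise in the Bmi1 reporter signal indicates esBAF inhibition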
miR-122 sensor: blocks miR-122 activity in Huh7 sensor cells; Huh7 miR-122 Renilla luciferase sensor, 48 h; neutral wells = 0, positive control = 100; 340,000 tested, 0.3% active; AID 602342; activation (reporter increase), % at 12.5 µM;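 active = mean replicate activation score at least 90 and every replicate individually at or above 90; inconclusive = only one of the two criteria met; inactive = neither criterion met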;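 also: higher luciferase means less miR-122 activity so hits act as miR-122 inhibitors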
Numbers without * were called inactive; ? = inconclusive; . = no result given; [ ] = remark or other dose.

SMILES	C2C12 statin	Cneo AK release	ARNT-TACC3 inh	SIRT5 inh	ERp5 block	esBAF inh	miR-122 sensor
C=CCNC(=O)c1c(CSc2ccc(F)cc2)noc1C(=O)NCCC	6	-4	-4	-5	0	5	8
C=CCn1c(O)c(N=Nc2ccccc2O)c2ccccc21	14	0	8	0	-2	-1	6
CCOc1ccc(OCC)c(NC(=O)C2CCCN(c3ncccn3)C2)c1 (configuration not stated)	-7	-1	-1	.	.	-5	-4
C/C(=N\NC(=O)c1cccc(Br)c1)c1ccccn1	15	1	45*	-1	-1	-37	19
CCCN(C)C[C@@H]1OCCCC[C@H](C)Oc2ccc(NC(=O)CCC(F)(F)F)cc2C(=O)N([C@@H](C)CO)C[C@@H]1C	15	5	5	1	-2	0	-1[16.7 µM]
Cc1cc(CN2CCOCC2)c(O)c(C2(C)CCCCC2)c1	-21	6	1	.	.	-58	6
Cc1ccnc(NC(=O)c2ccc(NC(=O)CC3SC(N4CCCC4)=NC3=O)cc2)c1 (configuration not stated)	.	.	-2	-1	11	.	-5
COc1ccccc1N(C(=O)Cn1nnc2ccccc21)C(C(=O)NCc1ccco1)c1ccc(C)o1 (configuration not stated)	5	2	2	.	.	-5	21
c1ccc(OCCOc2ccccc2-c2nnco2)cc1	9	1	8	.	.	24	4
O=C(Nc1ccccn1)C1CCN(S(=O)(=O)c2ccc3c(c2)OCCO3)CC1	15	1	2	3	-6	23	-3
Cc1cc(=O)oc2c(C)c(OCC(=O)N3CCN(c4ccc(F)cc4)CC3)ccc12	-1	-2	-1	-4	-1	-3	-1
O=C(/C=C/c1ccco1)N1CCN(c2ccccc2)CC1	.	-1	1	-3	-1	6	.
C[C@H]1CN([C@@H](C)CO)C(=O)c2cc(NS(=O)(=O)c3ccc(F)cc3)ccc2O[C@@H]1CN(C)S(=O)(=O)c1cn(C)cn1	-23	.	.	-2	3	-2	4[16.7 µM]
CCC1=[N+](C)c2cccc3cccc(c23)N1C	.	.	-5	2	1	.	-4
O=C(C[C@H]1CC[C@@H]2[C@H](COC[C@@H](O)CN2S(=O)(=O)c2ccc(F)cc2)O1)N[C@H]1CCN(Cc2ccccc2)C1	5	3	7	-3	-1	-2	-4[16.7 µM]
CCOC(=O)N1CCc2c(sc(NC(=O)CN3CCOCC3)c2C(=O)Nc2ccccc2)C1	.	.	-6	2	0	.	-2
COc1ccc(CNC(=O)CN(C2CCCCC2)S(C)(=O)=O)cc1	.	4	-9	.	.	.	-2
CCc1cccc(NC(=O)CN(C)S(=O)(=O)c2cccc3nsnc23)c1	9	-1	3	.	.	5	4
C[C@H](CO)N1C[C@H](C)[C@H](CN(C)C)OCCCC[C@H](C)Oc2ccc(NC(=O)Nc3ccc(F)cc3)cc2C1=O	-12	.	.	.	.	-3	3[16.7 µM]
COc1ccc(OCC(=O)Nc2nc3c(s2)CCCC3)cc1	1	0	9	-3	2	3	-4

Brought forward from above: four entries, then new ones.
SMILES	C2C12 statin	Cneo AK release	ARNT-TACC3 inh	SIRT5 inh	ERp5 block	esBAF inh	miR-122 sensor
COc1ccc(CNC(=O)CN(C2CCCCC2)S(C)(=O)=O)cc1	.	4	-9	.	.	.	-2
CCc1cccc(NC(=O)CN(C)S(=O)(=O)c2cccc3nsnc23)c1	9	-1	3	.	.	5	4
C[C@H](CO)N1C[C@H](C)[C@H](CN(C)C)OCCCC[C@H](C)Oc2ccc(NC(=O)Nc3ccc(F)cc3)cc2C1=O	-12	.	.	.	.	-3	3[16.7 µM]
COc1ccc(OCC(=O)Nc2nc3c(s2)CCCC3)cc1	1	0	9	-3	2	3	-4
C[C@@H]1CN([C@@H](C)CO)S(=O)(=O)c2ccc(C#C[C@@H](C)O)cc2O[C@@H]1CN(C)C(=O)c1ccncc1	-5	-3	-3	-2	6	-4	-9[16.7 µM]
COc1ccccc1-c1ccc([C@H]2[C@@H](C#N)N(C(=O)CN(C)C)[C@H]2CO)cc1	-4	-4	5	4	3	-1	.
Cc1cccc(C)c1OCC(=O)NNC(=O)CCCn1c(=O)oc2ccccc21	2	0	3	2	-4	1	-8
O=S(=O)(NCC1NCCc2ccccc21)c1ccccc1 (configuration not stated)	.	.	-1	10	2	.	0
Cc1ccc(NC(=O)CSc2nnc(-c3cccs3)o2)cc1S(=O)(=O)N1CCCCC1	.	.	-3	-1	-9	.	.
Cc1cc(C)nc(NS(=O)(=O)c2ccc(NC(=O)C3(c4ccc([N+](=O)[O-])cc4)CCCC3)cc2)n1	.	1	-3	.	.	.	5
COc1cccc(CNC2CCCC2)c1	5	2	-13	-6	4	-12	-8
O=C(c1cc2nc(C3CC3)cc(C(F)F)n2n1)N1CCOCC1	-7	-3	-6	.	.	8	1
O=S(=O)(NCC(Nc1ccccc1)c1ccccc1)c1ccc(Cl)cc1 (configuration not stated)	.	-5	26	.	.	.	18
Cc1nn(-c2ccccc2)c(C)c1[N+](=O)[O-]	.	.	-6	-5	-2	.	.
CCCCN(C(=O)c1ccco1)c1nnc(-c2cc(OC)c(OC)c(OC)c2)s1	.	.	-1	.	.	6	15
COc1ccc(C(C)(C)C)cc1NC(=O)c1c(C)noc1C	-3	0	-8	.	.	-2	0
COc1cccc(CN(C(=O)c2ccccc2Cl)C2CCS(=O)(=O)C2)c1 (configuration not stated)	3	6	-3	-1	-9	6	-4
CCc1ccc(OCC(=O)NC(=S)Nc2cccc(CO)c2)c(Br)c1	-45	-9	-7	.	.	20	-4
O=C(NC(=S)NNC(=O)c1ccco1)c1ccccc1	.	0	21	-4	6	.	-4
CCNc1sc(C(=O)OCC)c(N)c1C#N	.	.	-1	0	6	.	.
COc1cc(NC(=O)C2=C(C)OCCS2)c(Cl)cc1C(=O)NCCCN1CCCC(C)C1 (configuration not stated)	-7	4	.	.	-3	3	-20
O=S(=O)(c1ccc(Cl)cc1)c1nc(-c2ccccc2F)oc1NCCN1CCOCC1	-25	-8	10	.	.	1	5
CCOc1ccc(S(=O)(=O)Nc2ccncc2)c(C)c1C	3	-8	-2	-1	-8	4	21
CCCNc1nc2c(c(=O)n(C)c(=O)n2C)n1CCc1ccccc1	7	-4	5	.	.	5	-6
CC(=O)NC1(c2ccc(F)cc2)CCN(C(=O)Nc2ccc(F)cc2F)CC1	13	-5	-8	.	.	-1	-1
C[C@@H]1CN([C@H](C)CO)C(=O)Cc2cc(NC(=O)Nc3cccc4ccccc34)ccc2O[C@H]1CN(C)Cc1ccccc1	73*	0	6	-2	0	9	-2[16.7 µM]
CC(=O)N(C)C[C@@H]1Oc2cc(-c3ccncc3)ccc2S(=O)(=O)N([C@H](C)CO)C[C@@H]1C	-10	-4	-6	0	-4	4	-4[16.7 µM]
CC(C)Cc1nc2sc3c(NCc4ccco4)ncnc3c2c2c1COC(C)(C)C2	-6	0	-3	.	.	-13	-29
CN(C)S(=O)(=O)n1cc(/C=C(\NC(=O)c2ccccc2F)C(=O)N2CCOCC2)c2ccccc21	-7	-1	19	-2	-3	-8	4
CO[C@@H]1CN(C)C(=O)c2ccc(NC(=O)Nc3cc(F)ccc3F)cc2OC[C@H](C)N(C)C[C@@H]1C	1	3	3	-8	7	3	.
CCCNC(=O)N1C[C@@H](C)[C@@H](OC)CN(C)C(=O)c2cc(NS(C)(=O)=O)ccc2OC[C@H]1C	-2	-3	-33	-8	2	-4	.
Cc1ccc(NC(=O)C(C)OC(=O)Cn2cnc3ccccc3c2=O)cc1 (configuration not stated)	5	3	-2	3	-2	36	-3
COc1ccccc1-c1ccc2n(c1=O)C[C@H]1[C@H](CO)[C@@H](C(=O)N(C)C)N(C(=O)c3cccnc3)[C@@H]21	14	6	2	-6	3	2	.
O=C(Nc1ccc(Cl)cc1Cl)c1ccc(Br)o1	-1	-1	1	14	0	?	7

Record cards, as listed above.
CN(C)S(=O)(=O)n1cc(/C=C(\NC(=O)c2ccccc2F)C(=O)N2CCOCC2)c2ccccc21 reads C2C12 statin = -7; Cneo AK release = -1; ARNT-TACC3 inh = 19; SIRT5 inh = -2; ERp5 block = -3; esBAF inh = -8; miR-122 sensor = 4
CC(=O)N(C)C[C@@H]1Oc2cc(-c3ccncc3)ccc2S(=O)(=O)N([C@H](C)CO)C[C@@H]1C reads C2C12 statin = -10; Cneo AK release = -4; ARNT-TACC3 inh = -6; SIRT5 inh = 0; ERp5 block = -4; esBAF inh = 4; miR-122 sensor = -4[16.7 µM]
Cc1ccc(NC(=O)C(C)OC(=O)Cn2cnc3ccccc3c2=O)cc1 (configuration not stated) reads C2C12 statin = 5; Cneo AK release = 3; ARNT-TACC3 inh = -2; SIRT5 inh = 3; ERp5 block = -2; esBAF inh = 36; miR-122 sensor = -3

Next part:
SMILES	C2C12 statin	Cneo AK release	ARNT-TACC3 inh	SIRT5 inh	ERp5 block	esBAF inh	miR-122 sensor
Cc1cn([C@H]2C[C@H](O)[C@@H](CNC(=O)[C@H](N)Cc3cccnc3)O2)c(=O)[nH]c1=O	-10	-1	.	-9	1	2	-4
Cc1cccc(Nc2nnc(-c3ccc(C(=O)N4C[C@H]5C[C@H](C4)c4cccc(=O)n4C5)cc3)c3ccccc23)c1	114*	6	3	.	.	-12	-3
CCn1c(C(Cc2ccccc2)NC(=O)COC)nc2ccccc21 (configuration not stated)	6	0	-3	-9	1	-8	-6
CN(C)c1ccc(C(=O)OCC(=O)NCCNC(=O)COC(=O)c2ccc(N(C)C)cc2)cc1	9	0	-4	-5	3	-4	-5
Cn1c(=O)c(NC(=O)c2ccccc2)c2n(c1=S)CCCCC2	11	0	-2	.	.	-1	-1
CCn1c(=O)n(CC)c2cc(N3CCCC3)c(NC(=O)c3ccccc3C)cc21	-13	1	4	1	2	-2	-4
COc1cccc(CC(=O)NN2C(=O)NC3(CCCCC3)C2=O)c1	-8	0	.	2	-4	-2	.
CC=Cc1ccc2n(c1=O)C[C@H]1[C@H](CO)[C@@H](C(=O)NC3CCCC3)N(Cc3ccccc3)[C@@H]21 (mixture of isomers)	33	-1	-24	-5	5	0	1[16.7 µM]
CC(C)(O)c1cc(=O)sc2nc3ccccc3n12	0	-7	-15	.	.	13	-11

Two compounds drawn at random from the list so far, as already listed:
SMILES	C2C12 statin	Cneo AK release	ARNT-TACC3 inh	SIRT5 inh	ERp5 block	esBAF inh	miR-122 sensor
O=S(=O)(NCC1NCCc2ccccc21)c1ccccc1 (configuration not stated)	.	.	-1	10	2	.	0
CCC1=[N+](C)c2cccc3cccc(c23)N1C	.	.	-5	2	1	.	-4
